Screening results deposited in PubChem by several laboratories.
GPR35 antagonists: GPR35 antagonists blocking zaprinast-driven arrestin recruitment, primary screen, imaging, U2OS, beta-arrestin-GFP, zaprinast agonist (AID 2058); G-protein coupled receptor 35 (Homo sapiens); U2OS GPR35 beta-arrestin-GFP translocation imaging, zaprinast antagonism; higher % means a stronger effect; one-dose inhibition, % at 10 µM; IC50 in µM for titrated hits; actives 0.052% (n = 290,000);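 active means inhibition of at least 50% with at least 30 cells and total cytoplasm GFP at most 10,000,000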
West Nile antiviral: West Nile virus antiviral activity, cell-based, CPE readout (AID 1621); West Nile virus-infected cells, CPE inhibition; higher % means a stronger effect; CPE inhibition, % at 10 µM, or IC50 in µM where a hit was titrated; actives 0.02% (n = 290,000); in the data active means a potency from the dose series; further: strong numbers were not always called active
NS5 inhibitors: Dengue-2 NS5 methyltransferase inhibitors, primary screen, biochemical, confirmation dose response (AID 588689); actives 0.3% (n = 340,000); Dengue-2 NS5 methyltransferase capping enzyme assay, biochemical; higher % means a stronger effect; inhibition, % at 25 µM, or IC50 in µM where a hit was titrated; Genome polyprotein (Dengue virus type 2 (strain 16681-PDK53)); in the data active means a potency from the dose series
NOD1 NF-kB reporter: NOD1 signaling inhibitors, primary screen, cell-based, luminescence, uHTS (AID 1578). NOD1-driven NF-kB luciferase reporter cells, luminescence; higher % means a stronger effect. inhibition, % at 4 µM, or EC50 in µM where a hit was titrated. actives 1% (n = 290,000); in the data active means inhibition mostly above about 36%, no sharp cut-off; inactive means mostly below about 34%;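 further: HEK-293T reporter cells stimulated with the NOD1 agonist gamma-tri-DAP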
KOR beta-arrestin-1: KOR agonists, beta-arrestin recruitment, primary screen, cell-based, luminescence, uHTS (AID 1777) | KOR beta-arrestin recruitment, luminescence; higher % means a stronger effect | actives 0.02% (n = 280,000) | Kappa-type opioid receptor (Homo sapiens) | one-dose activation, % at 10 µM; EC50 in µM for titrated hits; in the data active means activation above about 50%, passing the limit was not always enough; further: a part of the inactive calls stands beside numbers as strong as those of hits
HIV peptide binding: inhibitors of HIV fusion peptide binding, primary screen, biochemical, uHTS, fluorescence dequenching (AID 1986) | cell-free peptide binding, fluorescence dequenching, 30 min; higher % means a stronger effect | one-dose inhibition, % at 20 µM; IC50 in µM for titrated hits | actives 0.3% (n = 290,000); in the data active means inhibition mostly above about 52%, no sharp cut-off; inactive means mostly below about 76%; further: some results filed as inactive read as strong as hits
KOR beta-arrestin-2: KOR antagonists, beta-arrestin recruitment, cell-based, luminescence, uHTS (AID 1778). KOR beta-arrestin recruitment, luminescence, antagonist mode; higher % means a stronger effect. actives 0.091% (n = 290,000). Kappa-type opioid receptor (Homo sapiens). inhibition, % at 10 µM, or IC50 in µM where a hit was titrated; in the data active means inhibition above about 50%; further: strong numbers were not always called active
GPR55 activation: GPR55 agonists via beta-arrestin recruitment, primary screen, imaging, U2OS cells, beta-arrestin-GFP redistribution (AID 1961). G-protein coupled receptor 55 (Homo sapiens). U2OS GPR55 beta-arrestin-GFP redistribution imaging; higher % means a stronger effect. one-dose activation, % at 10 µM; EC50 in µM for titrated hits. actives 0.048% (n = 290,000);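 active means activation above 40% with more than 50 cells counted in the well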;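 further: U2OS osteosarcoma cells stably expressing GPR55 and beta-arrestin-GFP; plate controls were DMSO negative control for no effect and LPI positive control for full effect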
GPR55 antagonists: GPR55 antagonists blocking LPI-driven arrestin recruitment, primary screen, imaging, U2OS, beta-arrestin-GFP, LPI agonist (AID 2013); U2OS GPR55 beta-arrestin-GFP translocation imaging, LPI antagonism; higher % means a stronger effect; actives 0.13% (n = 290,000); G-protein coupled receptor 55 (Homo sapiens); inhibition, % at 10 µM, or IC50 in µM where a hit was titrated;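 active means spots per cell inhibited over 60%, with over 100 cells counted and total cytoplasm intensity under 500,000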;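 further: U2OS cells stably carrying GPR55 and arrestin-GFP stimulated by 5 µM LPI near EC80; imaged beta-arrestin-GFP aggregate spots per cell after agonist stimulation; plate controls were LPI-stimulated DMSO wells for no effect and DMSO wells without LPI for full effect; some results filed as inactive read as strong as hits; confirmed hits need IC50 under 10 µM and bright autofluorescent wells are also inconclusive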
NS5 inhibitors pilot replicate: further read-out of NS5 inhibitors, marked with its call; inhibition, %; measured here: pilot screen replicate inhibition
Numbers without * were called inactive; · = not tested or not shown; [ ] = remark or other dose.

SMILES	GPR35 antagonists	West Nile antiviral	NS5 inhibitors	NOD1 NF-kB reporter	KOR beta-arrestin-1	HIV peptide binding	KOR beta-arrestin-2	GPR55 activation	GPR55 antagonists	others
Cc1ccc(C)c(N2CCN(C3CCCC(C)C3)CC2)c1 (centres undefined)	-2%	-0.8%	-3%	-26%	-2.7%	-1.3%	-4%	-0.2%	33%
CC(C)(C)C(=O)CSc1nnc(Nc2ccccc2)s1	2%	-0.5%	-4%	-22%	0.1%	-1.5%	12%	-0.4%	-2%
COc1ccc([N+](=O)[O-])cc1NC(=O)CSc1nccc(C)n1	-8%	-0.8%	-11%	-3%	-0.1%	7.5%	-27%	0.0%	-4%
C=CCOc1c(Br)cc(CNn2nnnc2N)cc1OC	-5%	-0.4%	-7%	-7%	0.3%	0.6%	-16%	-0.2%	14%
COc1ccc(C2CC(c3ccccc3)n3nnnc3N2)cc1 (centres undefined)	20%	0.1%	-4%	-3%	-0.3%	-0.4%	-11%	0.0%	-13%
O=C(COC(=O)c1cc(F)cc(F)c1)NCCCc1ccccc1	-9%	1.1%	3%	0%	-1.6%	-0.1%	-20%	0.0%	2%
COc1cc(C(=O)NCc2nnc(SCC(=O)Nc3cc(C)cc(C)c3)o2)cc(OC)c1OC	-20%	0.4%	2%	-18%	1.6%	-0.4%	-24%	0.2%	4%
O=C(CCCn1c(SCC(=O)c2ccc(F)cc2)nc2ccccc2c1=O)NCc1ccccc1	7%	-0.7%	-3%	8%	0.4%	1.0%	16%	-0.1%	-1%	NS5 inhibitors pilot replicate=-1.8
O=C(COC(=O)c1ccc(O)cc1)Nc1ccccc1	-4%	0.5%	2%	-21%	-0.3%	-1.0%	2%	0.5%	7%
CCOC(=O)C1=C(c2ccccc2)ON(C)C1c1ccccc1 (centres undefined)	-1%	0.2%	-1%	-1%	16%	-0.9%	-11%	0.1%	6%
Cc1c(C(=O)NC2CCCc3ccccc32)oc2ccc(S(=O)(=O)N3CCCCC3)cc12 (centres undefined)	-6%	0.7%	1%	-25%	3.4%	-0.2%	7%	0.7%	9%
CC12CCC(=O)N1C(C(=O)Nc1nc3c(F)cc(F)cc3s1)CS2 (centres undefined)	9%	-0.2%	1%	9%	-4.9%	4.2%	33%	-0.1%	-2%
COc1ccc(Nc2nnc(SCC(=O)N3CC(=O)Nc4ccccc43)s2)cc1	-7%	-1.0%	-11%	-44%	-0.4%	-1.6%	-5%	0.0%	-2%
CCC(c1nnnn1C(C)(C)C)N1CCN(Cc2ccccc2OC)CC1 (centres undefined)	0%	-0.8%	-7%	-24%	-3.0%	1.2%	-9%	0.4%	2%
COC(=O)/C=C\C(=O)Nc1cccc([N+](=O)[O-])c1	-10%	0.4%	8%	·	4.3%	20%	-16%	0.6%	4%
COCCN(C(=O)CSc1nnc(C)n1Cc1ccccc1)c1c(N)n(CC(C)C)c(=O)[nH]c1=O	1%	0.2%	2%	-25%	-3.7%	0.3%	19%	-0.2%	8%
CC1(C)Cc2[nH]c3ccccc3c2C(C)(C)N1	4%	-0.9%	1%	-9%	-0.3%	0.4%	-1%	-0.1%	2%
O=C(O)CCc1nnc(SCC(=O)Nc2ccc(Cl)c(C(F)(F)F)c2)[nH]c1=O	-9%	0.3%	7%	-34%	-3.5%	14%	9%	0.0%	4%
COc1ccc2nc(NC(=O)CN(c3ccc(C)cc3)S(=O)(=O)c3c(C)nn(C)c3C)sc2c1	-4%	0.1%	-5%	25%	14%	-0.9%	0%	-0.1%	22%	NS5 inhibitors pilot replicate=-3.0
COc1ccc(CNS(=O)(=O)c2ccc3oc(C(=O)O)c(C)c3c2)cc1	-5%	0.4%	-4%	-56%	-2.2%	-0.1%	7%	-0.1%	-1%
N#CCSc1nnc(C2CCCCC2)n1-c1ccccc1	0%	-0.9%	2%	-6%	4.9%	1.4%	-23%	-0.3%	-5%
O=C1c2ccccc2C(=O)N1CCCn1ccnc1	-2%	0.2%	·	-2%	6.0%	2.2%	-16%	-0.1%	10%
CCN1CCN(C(=S)Nc2ccc3nc4n(c(=O)c3c2)CCCCC4)CC1	1%	-1.1%	-5%	-33%	0.1%	-1.1%	4%	1.3%	13%
Cc1ccc(S(=O)(=O)NCCOc2nc(N3CCOCC3)nc(N3CCOCC3)n2)cc1	9%	-0.5%	-5%	-7%	·	-0.7%	18%	0.2%	1%
CN1CCS/C1=C/C=C1\SC(=S)N(CC(=O)O)C1=O	0%	0.3%	·	-2%	-3.7%	148%	42%[20 µM]	-0.1%	6%
COc1ccc2c3c1O[C@H]1C[C@@H](O)C=C[C@@]31CCN(C)C2	-12%	-0.1%	6%	0%	3.3%	1.5%	-13%	-0.5%	11%
COc1ccccc1C(=O)NNC(=O)c1ccc(NS(=O)(=O)c2cccs2)cc1	-14%	0.0%	1%	-13%	-3.2%	3.6%	12%	0.0%	28%
CC1(C)Cc2ccccc2-c2nc3n(c(=O)c21)CCCS3	-2%	-0.8%	·	44%*	-2.2%	-1.7%	-29%[20 µM]	0.2%	15%
C#CCOCCOCCOCCNc1nc(N2CCN(C(=O)Cn3cc(CCCN=C(N)N)nn3)CC2)nc(N2CCN(C(=O)[C@H]([C@@H](C)CC)n3cc(CCCN=C(N)N)nn3)CC2)n1	2%	·	·	-20%	-0.2%	-0.5%	-9%	-0.3%	-2%
C(=N\N=C\c1cccnc1)/c1cccnc1	0%	0.3%	2%	-16%	-1.4%	-0.6%	·	-0.2%	1%
COc1ccc(C(=O)OCCN2CCOCC2)cc1	-4%	1.6%	-1%	-34%	-5.8%	-0.6%	-7%	-0.2%	-1%
Cc1ccc(Nc2nnc(SCc3cc(=O)n4cc(C)ccc4n3)s2)cc1	0%	-0.7%	-7%	40%	-0.7%	-1.5%	17%	0.3%	13%
O=C(CCS(=O)(=O)c1cccc2nsnc12)NC1CCCCC1	2%	-0.4%	-1%	-2%	-0.9%	-4.0%	0%	1.1%	6%
CCc1nnc(NC(=O)CSC(=S)N2CCOCC2)s1	-4%	-0.1%	-3%	-22%	1.3%	0.3%	4%	0.0%	7%
COc1ccc(NS(=O)(=O)c2cc(Br)cc3c2N(C(C)=O)CC3)cc1	-3%	0.4%	-4%	12%	0.9%	0.3%	-70%	-0.2%	-7%
CS(=O)(=O)N1N=C(c2cccs2)CC1c1ccccc1 (centres undefined)	-8%	-0.2%	-13%	4%	-1.7%	0.4%	-3%	-0.2%	14%
CCOC(=O)C1CCCN(c2c(N3CCN(C4CCCCC4)CC3)c(=O)c2=O)C1 (centres undefined)	21%	-0.1%	-3%	-3%	-4.0%	-1.1%	24%	-0.1%	-17%
CCc1nnc(SCc2ccc(OC)c(Br)c2)n1N	7%	-0.2%	-5%	-12%	30%	-1.5%	-20%	-0.1%	-5%
NC(=O)c1nsc(C(=O)N(CC(=O)NCc2ccc(F)cc2)Cc2ccco2)c1N	13%	-0.2%	16%	-11%	2.8%	2.5%	-64%	0.3%	6%
CCOc1cccc2sc(N(CCCN(C)C)C(=O)c3ccc(S(=O)(=O)N(C)c4ccccc4)cc3)nc12	8%	-1.1%	3%	-36%	-2.1%	-2.0%	-48%	1.5%	26%
COc1ccc(C(=O)N/C(=C\c2cn(S(=O)(=O)N(C)C)c3ccccc23)C(=O)NCCN2CCOCC2)cc1	17%	-0.4%	-4%	-15%	-2.9%	1.7%	-17%	0.2%	26%
CC(C)(C)c1ccccc1OCCN1CCCC1	-7%	-0.6%	-4%	6%	-1.0%	-2.4%	-15%	-2.3%	32%
Cc1ccc(NC(=S)NN(C)c2cc(C)nc(C)n2)cc1	-2%	-0.8%	-10%	66%	3.7%	-1.7%	-23%	-0.3%	-8%
CC(=O)c1cccc(NC(=O)c2oc(C)nc2C)c1	3%	-0.4%	0%	9%	-0.3%	1.5%	13%	-0.1%	29%
OCc1ccccc1O[C@@H]1O[C@H](CO)[C@@H](O)[C@H](O)[C@H]1O	-4%	0.3%	0%	-12%	10%	2.9%	-12%[20 µM]	-0.2%	7%
Cc1cccc(N2CCN(CC(=O)NCC3CCCCC3)CC2)c1C	-4%	-1.1%	-1%	21%	-3.1%	-0.8%	20%	-0.1%	7%
Cc1cc(C)cc(-n2c(SC(C)C(=O)NCc3ccc4c(c3)OCO4)nc3ccccc3c2=O)c1 (centres undefined)	-7%	-1.0%	-1%	-8%	-2.3%	1.5%	12%	-0.1%	16%
COc1ccc(CC(=O)N2N=C(C)CC2(O)c2cccnc2)cc1 (centres undefined)	-1%	0.3%	-2%	-2%	-0.5%	-1.9%	35%	0.3%	2%

Only part of the results is shown. The share of hits here may be higher or lower than overall.
